CHT PAM – CHT positive allosteric modulators, primary screen, cell-based, membrane potential dye, choline EC20; CHT-expressing cells; hits give high values; LV-AA mutant CHT in HEK293 cells; B-score at 10 µM; High affinity choline transporter 1 (Homo sapiens), Q9GZV3; AID 488977, 2010; 0.49% of 310,000 active;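 active = initial fluorescence not abnormally high and integrated response B-score, plate-corrected, over 3 SD above library mean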
Target sequence (Q9GZV3 whole entry, looked up): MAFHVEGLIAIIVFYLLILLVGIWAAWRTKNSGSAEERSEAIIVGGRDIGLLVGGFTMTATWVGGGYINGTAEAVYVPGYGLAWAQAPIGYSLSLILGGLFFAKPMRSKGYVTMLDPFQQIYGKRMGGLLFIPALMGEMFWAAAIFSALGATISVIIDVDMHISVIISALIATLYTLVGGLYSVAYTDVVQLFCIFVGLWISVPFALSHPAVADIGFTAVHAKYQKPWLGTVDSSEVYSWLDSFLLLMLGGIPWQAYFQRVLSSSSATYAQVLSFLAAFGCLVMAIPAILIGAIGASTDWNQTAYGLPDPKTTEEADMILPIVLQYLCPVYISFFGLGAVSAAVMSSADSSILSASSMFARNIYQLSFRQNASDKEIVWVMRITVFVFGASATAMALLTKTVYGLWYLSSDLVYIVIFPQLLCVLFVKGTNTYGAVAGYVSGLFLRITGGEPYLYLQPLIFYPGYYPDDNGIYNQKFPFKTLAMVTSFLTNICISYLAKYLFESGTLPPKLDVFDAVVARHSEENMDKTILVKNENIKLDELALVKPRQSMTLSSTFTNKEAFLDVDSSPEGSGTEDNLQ
OX1R antag-1 – OX1R (HCRTR1) antagonists, primary screen, fluorescence, CHO/OX1R cells, Fluo-8 calcium, orexin A. Orexin/Hypocretin receptor type 1 (Homo sapiens), O43613. Fluo-8 calcium fluorescence. inhibition, % at 5 µM. 0.43% of 330,000 active. AID 434989, 2010;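 active = inhibition above its plate's threshold, mean inhibition of all tested compounds on the plate plus 3 SD, cut at about 37% in these data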;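 note: 0% = orexin A challenge wells and 100% = SB-334867-A antagonist wells; not every result past the cut was called active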
Target sequence (O43613 whole entry, looked up): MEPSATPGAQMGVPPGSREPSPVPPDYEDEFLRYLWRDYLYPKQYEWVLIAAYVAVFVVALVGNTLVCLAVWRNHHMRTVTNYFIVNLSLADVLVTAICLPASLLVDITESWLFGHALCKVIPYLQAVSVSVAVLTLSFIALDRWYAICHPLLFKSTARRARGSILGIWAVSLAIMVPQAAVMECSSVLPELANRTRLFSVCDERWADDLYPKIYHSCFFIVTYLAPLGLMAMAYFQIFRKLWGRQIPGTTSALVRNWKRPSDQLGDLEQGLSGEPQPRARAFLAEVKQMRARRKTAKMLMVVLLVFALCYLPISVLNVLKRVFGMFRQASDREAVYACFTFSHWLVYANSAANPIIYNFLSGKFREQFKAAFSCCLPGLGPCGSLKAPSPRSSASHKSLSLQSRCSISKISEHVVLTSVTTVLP
OX1R antag-2 – antagonists of human orexin 1 receptor (OX1R). OX1R-expressing cells, FRET antagonist read-out. AID 485270, 2010. Orexin/Hypocretin receptor type 1 (Homo sapiens), O43613. inhibition, % at 6.6 µM. 1.8% of 330,000 active; in the data active = inhibition mostly above about 38%, no sharp cut-off; inactive = mostly below about 40%;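 note: 0% = agonist challenge alone and 100% = reference antagonist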
Active calls of the source: *; i = inactive; . = not tested or not shown.

canonical_smiles	OX1R antag-1	CHT PAM	OX1R antag-2
O=C(COC(=O)c1n[nH]c(=O)c2ccccc12)c1ccccc1	-28	i	23
CNC(=O)CN(c1ccc(C23CC4CC(CC(C4)C2)C3)cc1)S(C)(=O)=O	9	i	27
COc1ccccc1NC1=C(Cl)C(=O)OC1OC(=O)c1ccco1 (stereo unspecified)	-15	i	12
COc1ccc(C=NNC(=O)c2ccccc2NS(=O)(=O)c2cccs2)cc1O	12	.	7
CCN(CCn1cccn1)C(=O)CCc1nnc(CCc2ccccc2OC)o1	-8	i	8
Cc1ccc(OCc2nc(-c3ccccn3)no2)c(Br)c1	-16	i	34
O=c1c2cc([N+](=O)[O-])ccc2nc2n1CCC2	-5	i	59*
CCCCCCCNC1=CC(=O)CC(c2ccco2)C1 (stereo unspecified)	10	i	6
Cc1c(-c2nc(N)nc(Nc3ccc(F)cc3)n2)oc2ccccc12	9	i	49
COc1ccc(NC(=O)CSc2nnc(CC(=O)Nc3ccc(F)cc3)n2C)cc1	-19	i	11
O=C(COC(=O)c1ccc(Cl)cc1Cl)Nc1cccc(S(=O)(=O)NC2=NCCC2)c1	-16	.	8
COc1ccccc1N(CC(=O)NCCc1ccccc1)S(C)(=O)=O	-5	i	9
Cc1ccc(NC(=O)C2CCCN(S(=O)(=O)c3cnc[nH]3)C2)cc1F (stereo unspecified)	2	i	10
Cc1ccc(-c2[nH]ncc2/C=C(\C#N)C(=O)NC2CCCCC2)cc1	-14	i	52
O=C(Nc1ccccn1)Nc1ccccc1[N+](=O)[O-]	3	i	6
CN=C1c2cc3cc(OC)ccc3n2CCN1C	1	i	5
COc1cccc(/C=C2\SC(=S)N(CCCC(=O)N3CCCCC3CCO)C2=O)c1 (stereo unspecified)	-31	i	1
COc1ccc(CNS(=O)(=O)c2c(C)[nH]c(C)c2C(=O)N2CCCCC2)cc1	-5	i	4
Cn1cnnc1Sc1cc(N2CCN(S(=O)(=O)c3ccc(Cl)c(Cl)c3)CC2)ccc1[N+](=O)[O-]	-18	i	19
CCOC(=O)c1cnc2[nH]c3ccccc3n2c1=O	-28	i	3

Entries listed so far marked active in OX1R antag-2.
Structure | OX1R antag-1 | OX1R antag-2
O=c1c2cc([N+](=O)[O-])ccc2nc2n1CCC2 | -5 | 59*

Some entries already given with just CHT PAM and OX1R antag-2:
| canonical_smiles | CHT PAM | OX1R antag-2 |
| --- | --- | --- |
| O=c1c2cc([N+](=O)[O-])ccc2nc2n1CCC2 | i | 59* |
| O=C(COC(=O)c1ccc(Cl)cc1Cl)Nc1cccc(S(=O)(=O)NC2=NCCC2)c1 | . | 8 |

(list continues)
canonical_smiles	OX1R antag-1	CHT PAM	OX1R antag-2
CSc1ccccc1NC(=O)CN1CC(C)OC(C)C1 (stereo unspecified)	4	i	3
Cc1cc2c(=O)n(C)c(SCC(=O)c3cc4ccccc4o3)nc2s1	-7	i	24
CC(C)OC(=O)c1nnc(-c2ccccc2)nc1OC(C)C	-17	i	37
CC1CN(C(=O)c2ccccc2)c2ccccc2NC1=O (stereo unspecified)	2	i	13
CC(C)N(C(=O)CN1CCN(S(=O)(=O)c2ccc(Br)s2)CC1)C(C)C	-4	.	-2
O=C(O)/C=C/C(=O)OC1CC2CCC1C2 (stereo unspecified)	-12	i	6
Cc1cccc(NC2=C(Cl)C(=O)OC2NC(=O)c2ccccc2)c1 (stereo unspecified)	-11	i	8
CCCCn1c(CCl)nc2cc(S(=O)(=O)N3CCOCC3)ccc21	-5	.	3
O=C(NCCCn1ccnc1)c1noc2c1CCCC2	-4	i	8
COCCN1CCn2c(nc3cc([N+](=O)[O-])ccc32)C1	-2	i	40*
O=C(COC(=O)Cc1cn2ccsc2n1)NCc1ccc2c(c1)OCO2	0	i	13
CN1CCN(c2ccccc2NC(=O)Cc2cn(C)c3ccccc23)CC1	-36	i	11
Cc1ccc(Sc2nnc(Cc3ccccc3)c3ccccc23)cc1	30	i	14
C=CCn1c(O)c(N=NC(=O)CNC(=O)c2ccco2)c2ccccc21	-9	i	40
O=C(NCCCN1CCOCC1)C(C(=O)c1ccccc1)n1ccccc1=O (stereo unspecified)	-7	i	1
Cc1noc(C)c1C(=O)Nc1sccc1C(N)=O	-11	.	3
CCC(C)(C)n1nnnc1C(c1ccc(O)c(OC)c1)N1CCN(c2nc3ccccc3s2)CC1 (stereo unspecified)	-20	i	15
CSc1ccc(C2CC(=O)Nc3nc(SC)[nH]c(=O)c32)cc1 (stereo unspecified)	-22	i	2
Cc1ccc(S(=O)(=O)NCC2NCCc3ccccc32)cc1 (stereo unspecified)	-32	i	9
Cc1ccc(NC(=O)C(=O)NCc2ccc(/C=N/NC(=O)c3c(C)nc4cc(C)ccn34)o2)cc1	-35	i	2

Of the compounds above, 6 have two or more sulfur atoms:
canonical_smiles	OX1R antag-1	CHT PAM	OX1R antag-2
COc1ccc(C=NNC(=O)c2ccccc2NS(=O)(=O)c2cccs2)cc1O	12	.	7
COc1cccc(/C=C2\SC(=S)N(CCCC(=O)N3CCCCC3CCO)C2=O)c1 (stereo unspecified)	-31	i	1
Cn1cnnc1Sc1cc(N2CCN(S(=O)(=O)c3ccc(Cl)c(Cl)c3)CC2)ccc1[N+](=O)[O-]	-18	i	19
Cc1cc2c(=O)n(C)c(SCC(=O)c3cc4ccccc4o3)nc2s1	-7	i	24
CC(C)N(C(=O)CN1CCN(S(=O)(=O)c2ccc(Br)s2)CC1)C(C)C	-4	.	-2
CSc1ccc(C2CC(=O)Nc3nc(SC)[nH]c(=O)c32)cc1 (stereo unspecified)	-22	i	2

(further entries)
canonical_smiles	OX1R antag-1	CHT PAM	OX1R antag-2
COc1cc(C2OC(c3cc(OC)c(OC)c(OC)c3)C(C)C2C)cc(OC)c1OC (stereo unspecified)	-23	i	4
Cc1c(C)c2c(OCC(=O)NCC(=O)NCC(=O)O)cc3c(c2oc1=O)CCC(C)(C)O3	-14	i	-4
CC(C)C[C@H](NC(=O)OC(C)(C)C)C(=O)N[C@@H](CO)[C@H](O)[C@@H]1C[C@@H]1C(=O)NC1CC1	-6	i	17
CC(C)CCN1CCN(Cc2cccn2-c2nccs2)CC1CCO (stereo unspecified)	-16	i	11
Cc1ccc(SCc2ccc(C(=O)Nc3ccccc3Br)cc2)cc1	-38	i	12
Cc1ccc(S(=O)(=O)Nc2ccccc2CNc2ncc(Br)cc2Br)cc1	-17	i	6
Cn1ccsc1=NC(=O)c1ccc([N+](=O)[O-])o1	-2	i	105*
COc1ccc(CCNC(=O)COC(=O)c2ccc([N+](=O)[O-])o2)cc1	-3	.	19
N#Cc1ccc(C(=O)OCC(=O)NC(=O)NC2CCCCC2)cc1	-29	.	5
O=C(ONC1=NCCCCC1)c1cccc([N+](=O)[O-])c1	1	i	33
CCOC(=O)CNc1ccc(OC(F)(F)F)cc1	7	i	4
Cn1c(C(=O)OC(C(=O)NC2CCCC2)c2ccncc2)cc2sccc21 (stereo unspecified)	-25	i	19
COc1cccc(CNC(=O)COC(=O)c2ccc(Cl)s2)c1	-11	.	5
Cc1ccc2[nH]c(=O)c(CN(CCCN3CCOCC3)C(=O)Nc3ccc(Cl)cc3)cc2c1	-47	i	5
O=C(Nc1ccc2nn(-c3ccccc3)nc2c1)c1ccc(Br)o1	-1	i	6
COc1ccccc1-n1nc(C(=O)Nc2ccc3c(c2)OCO3)c2ccccc2c1=O	-20	i	23
CCS(=O)(=O)N1Cc2ccccc2CC1C(=O)Nc1nc2ccccc2[nH]1 (stereo unspecified)	-33	i	9
Cc1ccc(C#CC[N+](C)(C)CC#Cc2ccccc2)cc1	5	i	9
COc1ccccc1N1C(=N)S/C(=C\c2ccc(-c3ccccc3C(=O)O)o2)C1=O	-4	i	27
CCOC(=O)CSc1nc(-c2ccc(OC)cc2)ns1	-8	i	17
CC(C)(C)n1nnnc1C(c1ccc(Cl)cc1)N1CCSCC1 (stereo unspecified)	-35	i	13
COCc1nnc(NC(=O)CCc2ccccc2)s1	-16	i	13
O=C1N(Cc2cccnc2)C[C@@H]2C[C@@H](c3ccccc3C#Cc3ccccc3)N3CCC[C@@]123	-36	i	9
O=C(COc1ccccc1F)N1c2ccccc2CCc2ccccc21	-20	i	16
O=C(O)c1ccc(Cl)c(S(=O)(=O)Nc2ccccc2N2CCOCC2)c1	-10	i	6
O=[N+]([O-])c1ccccc1S(=O)(=O)NCc1ccc(F)cc1	-38	i	19
O=C(c1cc2nc(-c3ccco3)cc(C(F)(F)F)n2n1)N1CCN(Cc2ccccc2)CC1	-39	i	38
CC(NCC(=O)Nc1ccccc1C(=O)NC1CC1)c1ccc(F)cc1F (stereo unspecified)	57*	.	68*
Cc1ccc(C)c(NC(=O)c2cc(=O)c3ccccc3o2)c1	-24	i	28
Cc1[nH]n(-c2ccccc2)c(=O)c1N=Nc1cccc(C(=O)O)c1	-9	i	11
COc1cccc(C2CC(c3ccccc3)Nc3nc(N)nn32)c1 (stereo unspecified)	-2	i	11
CCCCCn1c(SCC(=O)OC)nc2c1c(=O)[nH]c(=O)n2C	-25	i	4
CCCCC(c1nnnn1CCOC)N1CCN(Cc2ccccc2)CC1 (stereo unspecified)	-20	i	15
O=C(O)c1csc(-c2cccs2)n1	-12	i	11
O=C(Nc1ccccc1N1CCCCC1)c1cccs1	-57	i	8
CC(C)(C)c1ccc(NC(=O)c2ccc(=O)[nH]n2)cc1	-10	i	5
O=C(NCc1ccc(F)cc1)C1Cc2ccccc2CN1C(=O)c1ccco1 (stereo unspecified)	-10	i	8
Cc1c(Br)c([N+](=O)[O-])nn1CC(=O)Nc1ccccn1	-15	i	8
CCOc1ccccc1C(=O)NCCc1cnc[nH]1	3	i	6
Cc1ccc(C(=O)Nc2ccc3c(c2)OCO3)cc1	-19	i	10
COCCN(C(=S)Nc1ccc(C)cc1)C(C)c1cccnc1 (stereo unspecified)	-22	i	6
Cc1ccc(NC(=S)c2ccccc2)cc1	-16	i	-4
Nc1cccc(NC(=O)CN2CCOCC2)c1	-9	i	-6
Nc1ccccc1SCc1cn2cccnc2n1	-1	i	10
O=C(COc1ccc(S(=O)(=O)N2CCCC2)cc1[N+](=O)[O-])N1CCCC1	-11	.	11
O=C(CCSc1nnc2ccccn12)Nc1ccc(F)cc1	-3	i	3
Cc1cc(C(=O)COC(=O)c2ccc3c(c2)NC(=O)CS3)c(C)n1CCc1ccc(Cl)cc1	-8	i	19
CC(C)(C)OC(=O)N1CCC[C@H]1c1nnc(SCC(=O)Nc2ccc(Br)cc2)o1	-18	i	3
Cc1nc2ccc(NS(=O)(=O)c3ccc(F)cc3)cc2s1	-10	i	7
O=C(Nc1ccc2c(c1)OCCO2)C1CCN(C(=O)c2ccc(Cl)cc2)CC1	-15	i	33
Cn1c(=O)n(C)c2cc(NS(=O)(=O)c3ccc(F)cc3)ccc21	-9	i	26
COC(=O)c1ccc(COc2ccc(/C=N/O)cc2OC)o1	-17	i	15
COCCCN1C(=O)C2C(C(=O)Nc3cc(C)cc(C)c3)C3C=CC2(O3)C1C(=O)NC1CCCCC1 (stereo unspecified)	-11	i	1
COc1cc(/C=N/NC(=O)c2nc3ccccn3c2C)cc(OC)c1O	-6	i	54
O=C(c1ccc(F)cc1)C1CCN(S(=O)(=O)c2ccccc2)CC1	-18	i	12
CCCNC(=O)N(CCOC)CC1CCCN(C2Cc3ccccc3C2)C1 (stereo unspecified)	-34	i	9
Cc1cc(CNC(=O)c2ccc3nc(Cc4ccccc4F)oc3c2)nn1C	-25	i	14
Cc1onc(-c2ccc3c(c2)OCO3)c1-c1ccc2[nH]ccc2c1	-17	i	29
CC(=O)N1CC(c2ccccc2)C(c2ccc(Cl)cc2)=N1 (stereo unspecified)	-26	i	12
Cc1ccc(-n2sc3ccccc3c2=O)cc1	19	i	25

Other compounds follow.
canonical_smiles	OX1R antag-1	CHT PAM	OX1R antag-2
Cc1ccc(Nc2ccc(C(F)(F)F)cc2[N+](=O)[O-])cc1	-17	i	26
Cc1c(S(=O)(=O)N2CCN(c3ccccc3)CC2)c(=O)n(C)c(=O)n1C	-9	i	11
COc1cccc(OCCCCSc2ncccn2)c1	-6	i	32
Cn1c(=O)n(C)c2cc(CN3C(=O)OC(C)(C)C3(C)O)ccc21 (stereo unspecified)	-4	i	4
N#CCC(=O)Nc1cc(C(F)(F)F)ccc1N1CCOCC1	-26	i	-8
CCOC(=O)Cc1csc(NC(=O)CSc2nnnn2-c2ccc(C)c(C)c2)n1	-27	i	26
COc1ccc(-c2ccc3c(=O)cc(-c4ccsc4)oc3c2)cn1	14	.	63*
Cc1ccc(/C=N/NC(=O)c2ccc3c(c2)OCCO3)s1	-14	i	9
CCCCCCC1C(C#N)=C(N)OC2=C1C(=O)CC(C)(C)C2 (stereo unspecified)	-16	i	12
CCc1nnc(NC(=O)CSCc2cc(=O)n3nc(C(C)C)sc3n2)s1	-21	i	8
CCc1ccc(C(=O)COC(=O)c2ccccc2OC)cc1	-10	i	13
O=S(=O)(Cc1ccc(Cl)cc1)N1CCN(Cc2ccccc2)CC1	-13	i	5
